PTPN22 inh 2: PTPN22 phosphatase inhibitors, primary screen, biochemical, DiFMUP fluorescence, 2 µM | Tyrosine-protein phosphatase non-receptor type 22 (Homo sapiens), Q9Y2R2 | recombinant LYP catalytic domain | inhibition, % at 2 µM | actives 0.21% (n = 96,000);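 active = inhibition at 2 µM at or above a set limit, the screen mean plus 3 SD, cut at about 24% in these data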;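 note: 0% = DMSO with enzyme and 100% = enzyme fully blocked by orthovanadate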
Target sequence (Q9Y2R2 whole entry, looked up, the tested form may be a part): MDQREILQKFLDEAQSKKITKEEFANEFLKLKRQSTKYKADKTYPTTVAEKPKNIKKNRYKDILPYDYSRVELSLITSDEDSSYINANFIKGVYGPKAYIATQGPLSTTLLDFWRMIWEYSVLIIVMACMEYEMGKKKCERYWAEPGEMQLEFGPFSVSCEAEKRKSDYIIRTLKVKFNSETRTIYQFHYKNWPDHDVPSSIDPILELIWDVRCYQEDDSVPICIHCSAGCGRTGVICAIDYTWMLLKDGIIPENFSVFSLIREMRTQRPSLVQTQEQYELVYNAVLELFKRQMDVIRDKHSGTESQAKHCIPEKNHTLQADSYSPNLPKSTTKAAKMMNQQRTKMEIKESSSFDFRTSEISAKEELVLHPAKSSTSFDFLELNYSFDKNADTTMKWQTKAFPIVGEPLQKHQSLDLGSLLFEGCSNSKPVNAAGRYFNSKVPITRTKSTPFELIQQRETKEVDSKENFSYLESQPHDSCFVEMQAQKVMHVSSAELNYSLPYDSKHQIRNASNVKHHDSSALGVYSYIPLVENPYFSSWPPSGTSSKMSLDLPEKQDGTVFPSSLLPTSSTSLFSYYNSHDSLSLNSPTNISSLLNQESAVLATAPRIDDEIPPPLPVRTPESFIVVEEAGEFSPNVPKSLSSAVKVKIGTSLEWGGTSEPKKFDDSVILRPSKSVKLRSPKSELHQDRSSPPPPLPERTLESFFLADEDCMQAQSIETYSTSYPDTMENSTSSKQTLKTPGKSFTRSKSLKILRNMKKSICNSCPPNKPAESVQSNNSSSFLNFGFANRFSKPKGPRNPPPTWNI
LYP act: LYP phosphatase activators, primary screen, biochemical, DiFMUP fluorescence, 2 µM; actives 0.11% (n = 96,000); recombinant LYP; 0 = plate median, 100 = signal doubled; AID 697, 2007; activation, % at 2 µM; Tyrosine-protein phosphatase non-receptor type 22 (Homo sapiens), Q9Y2R2;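 active = activation at 2 µM above a set limit, the mean plus 5 SD, cut at about 37% in these data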
Candida biofilm: clotrimazole potentiators killing Candida biofilms, primary screen, with clotrimazole, Alamar Blue. inhibition, % at 6 µM. actives 0.14% (n = 85,000). C. albicans biofilm + clotrimazole;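 active = inhibition above 20%; inactive = inhibition below 20%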;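 note: preformed 24 hr biofilms exposed to compound for 48 hr; 0% = biofilm without compound and 100% = blank killed by clotrimazole plus chlorhexidine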
EphB4 antag: EphB4-ephrin-B2 interaction antagonists, primary screen, biochemical, TNYL-RAW peptide probe, fluorescence polarization; Ephrin type-B receptor 4 (Homo sapiens), P54760; EphB4 LBD / TNYL-RAW-Alexa532 peptide; inhibition, % at 7 µM; actives 0.15% (n = 97,000); AID 720, 2007;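 active = inhibition above the screen-wide mean inhibition plus 3 SD, cut at about 15% in these data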;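 note: 0% = DMSO wells and 100% = excess unlabeled TNYL-RAW peptide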
PLK1 kinase inh: human PLK1 kinase inhibitors, primary screen, biochemical, TR-FRET | Serine/threonine-protein kinase PLK1 (Homo sapiens), P53350 | recombinant PLK1 kinase, TR-FRET peptide phosphorylation | actives 0.53% (n = 97,000) | inhibition, % at 10 µM;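 active = inhibition of 50% or more in the single-concentration screen; inactive = inhibition below 50%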;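 note: 0% = DMSO max control and 100% = H-89 dihydrochloride min control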
HIV Rev-RRE inh: HIV-1 Rev-RRE binding inhibitors, primary screen, biochemical, FRET, protein-RNA interaction; actives 0.79% (n = 97,000); P05866; AID 704, 2007; inhibition, % at 8 µM; Rev peptide-RRE RNA binding;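 active = inhibition above the screen-wide mean plus 3 SD, cut at about 35% in these data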;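 note: 0% = median DMSO wells and 100% = median Neomycin B control wells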
Target sequence (P05866 whole entry, looked up): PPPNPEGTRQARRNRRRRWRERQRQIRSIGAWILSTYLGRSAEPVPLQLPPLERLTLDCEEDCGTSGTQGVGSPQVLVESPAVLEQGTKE
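Test system: Cy5-tagged RRE RNA duplex with fluorescein-tagged Rev peptide | Read-out: % inhibition of FRET ratio versus controls | Probe or stimulus: Labelled Rev peptide | Incubation: 5 min RNA-compound premix plus 15 min binding step, 25 °C | Technique: FRET fluorescence readout | Benchmarks: DMSO low control, neomycin B high control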
CYP2C9 act: human CYP2C9 activators, primary screen, biochemical, luminescence; recombinant CYP2C9, luciferin-H conversion; hits give high values; factor 1 = untreated enzyme, 0 = blocked; activation factor at 5 µM; Cytochrome P450 2C9 (Homo sapiens), P11712; actives 1.4% (n = 96,000); AID 1024, 2008;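 active = activation factor of 2 or more for CYP2C9 at a 5 µM dose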;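 note: 0 = sulfaphenazole-blocked wells and 1 = vehicle-only wells; values of inactives mirror those of a sister screen read the other way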
CYP2C9 inhib: blockers of cytochrome P450 2C9 activity – biochemical, luminescence, ADME assay, primary screen; P11712; CYP2C9 Supersomes, luciferin-H conversion; inhibition, % at 5 µM; actives 20% (n = 96,000);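 active = blocking of liver enzyme CYP2C9 beyond about 50% at 5 µM, limit read from the data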; note: values of inactives mirror those of a sister screen read the other way
PLK1 PBD inh: Plk1 polo box domain binding inhibitors, primary screen, biochemical, fluorescence polarization. Serine/threonine-protein kinase PLK1 (Homo sapiens), P53350. Plk1 PBD phosphopeptide binding. inhibition, %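 (tested at about 20 µM)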. actives 0.13% (n = 97,000); in the data active = inhibition above about 34%, passing the limit was not always enough
* marks the source's active call; other numbers are inactive results; . = no result given.

SMILES | PTPN22 inh 2 | LYP act | Candida biofilm | EphB4 antag | PLK1 kinase inh | HIV Rev-RRE inh | CYP2C9 act | CYP2C9 inhib | PLK1 PBD inh
Cc1ccc2cc(/C=N/NC(=O)CN3CCOCC3)c(Cl)nc2c1 | -8 | 14 | . | -12 | -12 | 5 | 0.9 | 10 | -22
Cc1csc(NC(=O)CCNS(=O)(=O)c2ccc3c(c2)c(=O)n(C)c(=O)n3C)n1 | 2 | -2 | . | -2 | -9 | 3 | 1.1 | -6 | -14
CS(=O)(=O)N1CCC(C(=O)N2CCC(Cc3ccccc3)CC2)CC1 | 2 | -2 | . | 9 | -11 | 5 | 1 | 1 | 4
O=C(O)CCCC(=O)Nc1cccc(-c2nc3ccccc3[nH]2)c1 | 8 | -10 | -1 | 5 | 13 | 6 | 1 | 4 | -10
CC(=O)Nc1ccc(S(=O)(=O)NCC(C)NS(=O)(=O)c2ccc(NC(C)=O)cc2)cc1 (stereo not drawn) | -2 | 1 | 8 | 6 | -8 | 11 | 1 | 4 | 0
Oc1cc(Cc2ccccc2)cnc1CN1CCOCC1 | 0 | -1 | 3 | 2 | -5 | -3 | 1.1 | -6 | -7
CCc1ccc2c(c1)C(c1ccc([N+](=O)[O-])cc1)=NNC(c1ccc(F)cc1)=N2 | -6 | 9 | . | -2 | -4 | 2 | 1 | -2 | -23
Cc1cc(OCC(=O)NCCN2CCOCC2)cc(C)c1Br | -3 | 2 | 6 | -3 | -1 | 0 | 2.1* | -107 | 14
COc1ccc(Cl)cc1NC(=O)C1CCCN(S(=O)(=O)c2cccc3nonc23)C1 (stereo not drawn) | 12 | -10 | 1 | -1 | -6 | 5 | . | . | 11
Cc1ccccc1OCC(=O)NC(=S)Nc1ccc2c3c(cccc13)CC2 | -9 | 9 | 8 | 7 | -13 | 7 | 1.1 | -12 | 10
C=CCCCOc1ccc(C(=O)O)cc1 | -1 | -3 | 2 | 4 | -10 | 9 | 0.9 | 7 | 0
CCOC(=O)N(Cc1ccccc1)C(C(=O)O)C(C(=O)O)N(Cc1ccccc1)C(=O)OCC (stereo not drawn) | -3 | 2 | 4 | -3 | -10 | 6 | 1 | -2 | 17
CCN(CC)S(=O)(=O)c1cccc(C(=O)OCC(=O)N2CC(=O)Nc3ccccc32)c1 | -6 | 5 | . | -2 | -7 | 8 | 0.3 | 66* | 4
Cc1cc(C)c(C(N)=O)c(Nc2cccc(Cl)c2C)n1 | -19 | 12 | 8 | 7 | -12 | 2 | 0.7 | 29 | 3
O=C(c1ccc(F)cc1F)N1CCN(c2ncccn2)CC1 | -3 | 5 | 4 | 2 | -1 | 6 | 1 | -3 | -3
COc1cc2c(cc1OC)-c1cc(N3CCCc4ccccc43)nc(=O)n1CC2 | -9 | 5 | 3 | -7 | -17 | 3 | 0.3 | 69* | -18
NC(=O)C1CCN(C(=O)COc2cccc3ccccc23)CC1 | -11 | 12 | 3 | 4 | -2 | 7 | 1.9 | -94 | 14
COC(=O)c1ccccc1NC(=O)CSCC(=O)Nc1ccccc1OC | 6 | -7 | . | 0 | -3 | 1 | 1.4 | -42 | -31
CC(C)On1c(SC(C)C)nc2ccccc2c1=O | -14 | 15 | 5 | 2 | -8 | 2 | 0.9 | 15 | -3
O=C1CC(c2ccccc2)CC2=C1C(c1ccccn1)Nc1ccccc1N2 (stereo not drawn) | -2 | 3 | -3 | 2 | -19 | 0 | 0.7 | 33 | -3
Cc1cc(C(=O)CCC(=O)N2CCN(S(=O)(=O)c3cccs3)CC2)c(C)s1 | 9 | -10 | 5 | 6 | 4 | 8 | 0.8 | 22 | -6
COc1cc(-c2nc3n(n2)C(c2ccncc2)C(C(N)=O)=C(C)N3)cc(OC)c1OC (stereo not drawn) | -16 | 14 | 7 | -3 | -6 | 0 | 0.8 | 24 | -2
CCc1c(C(C)S(=O)(=O)c2ccc(C)cc2)[nH]c(=O)n1-c1ccc(OC(F)(F)F)cc1 (stereo not drawn) | 6 | -4 | 4 | -2 | -3 | -2 | 1 | 4 | -2
Cc1cc(C(=O)N(C2CCCCC2)C2CCCCC2)no1 | -1 | -1 | . | 2 | -3 | 3 | 0.9 | 10 | 10
COCCn1c(N)c(C(=O)NCC2CCCO2)c2nc3ccccc3nc21 (stereo not drawn) | -1 | -1 | 8 | -16 | -6 | 6 | 0.8 | 21 | 15

Some of the entries so far, with tabs:
Structure	PTPN22 inh 2	LYP act	Candida biofilm	EphB4 antag	PLK1 kinase inh	HIV Rev-RRE inh	CYP2C9 act	CYP2C9 inhib	PLK1 PBD inh
Cc1cc(C)c(C(N)=O)c(Nc2cccc(Cl)c2C)n1	-19	12	8	7	-12	2	0.7	29	3
C=CCCCOc1ccc(C(=O)O)cc1	-1	-3	2	4	-10	9	0.9	7	0
Cc1cc(OCC(=O)NCCN2CCOCC2)cc(C)c1Br	-3	2	6	-3	-1	0	2.1*	-107	14
CCN(CC)S(=O)(=O)c1cccc(C(=O)OCC(=O)N2CC(=O)Nc3ccccc32)c1	-6	5	.	-2	-7	8	0.3	66*	4
COC(=O)c1ccccc1NC(=O)CSCC(=O)Nc1ccccc1OC	6	-7	.	0	-3	1	1.4	-42	-31

Next section
SMILES | PTPN22 inh 2 | LYP act | Candida biofilm | EphB4 antag | PLK1 kinase inh | HIV Rev-RRE inh | CYP2C9 act | CYP2C9 inhib | PLK1 PBD inh
O=C(NCc1ccccc1)[C@@H]1CSC2c3ccccc3C(=O)N21 (stereo partly drawn) | 1 | 1 | -1 | 0 | -5 | 10 | 0.3 | 67* | -20
Clc1ccc(-c2nnc(SCc3cn4ccsc4n3)n2CC2CCCO2)cc1 (stereo not drawn) | 6 | -6 | 8 | -1 | -11 | 4 | 0.9 | 7 | -17
Cc1nc2cc(F)ccc2n1C1CCN(S(=O)(=O)c2ccccc2)CC1 | 1 | -2 | 9 | 7 | -10 | 8 | 0.3 | 74* | -5
CCOC(=O)c1ccc(-n2c(=O)[nH]c3ccccc3c2=O)cc1 | -4 | 6 | 10 | 4 | -46 | 0 | 0.9 | 14 | -4
CCC(c1nnnn1CCOC)N(Cc1ccc(C)cc1)Cc1cc2cc(OC)ccc2[nH]c1=O (stereo not drawn) | 5 | -1 | 3 | 5 | -5 | 13 | 0.9 | 12 | -4
O=C(Cc1ccc(-n2c(=O)[nH]c3ccccc3c2=O)cc1)N1CCN(c2cccc(Cl)c2)CC1 | 16 | -13 | 10 | 3 | -7 | 7 | 0.4 | 58* | -6
Cc1ccccc1NC(=O)Cn1c(C)nc2ccc(NC(=O)C3CC3)cc2c1=O | -6 | 5 | 3 | -12 | -4 | -1 | 0.6 | 36 | 5
Cc1cccc(N2CCN(C(=O)Cn3cccc3C(=O)c3ccccc3)CC2)c1C | -18 | 17 | 5 | -1 | -8 | 2 | 1.2 | -20 | -5
O=C(COc1cccc2cccnc12)Nc1nccs1 | 7 | -8 | 1 | -8 | -4 | 2 | 1 | 3 | 0
Cc1ccc(C2/C(=C(/O)c3ccccc3)C(=O)C(=O)N2CCN2CCOCC2)o1 (stereo not drawn) | -9 | 7 | 3 | -2 | -4 | 3 | 0.8 | 15 | 25
CC(O)C(=O)N/N=C/c1cccc(Cl)c1Cl (stereo not drawn) | -1 | -1 | . | -6 | -8 | 1 | 1.1 | -12 | -18
COc1ccc2nc(NC(=O)CSc3nc4ccccc4o3)sc2c1 | 20 | -20 | 9 | -8 | -7 | -3 | 0.7 | 33 | 3
Cc1[nH]nc2c1C(=O)CC(C)(C)C2 | -8 | 5 | 3 | -9 | 13 | 4 | 1 | 1 | 5
COc1ccc(N2CCN(C(=O)CCNS(=O)(=O)c3ccc(Br)s3)CC2)cc1 | -2 | 0 | 3 | -3 | -18 | -3 | 0.1 | 91* | -11
CCN(CC)c1ncnc2c1ncn2Cc1c(Cl)cccc1Cl | -3 | 4 | 4 | -5 | -7 | 11 | . | . | 5
COc1ccc(N(CN2C(=O)c3ccccc3C2=O)C(=O)C(C)C)cc1 | -10 | 8 | 1 | 11 | -11 | 7 | 1 | 3 | -7
O=C(Nc1ccc2nc(-c3ccccc3)oc2c1)c1ccco1 | -2 | 0 | 10 | -4 | 0 | 4 | 1.1 | -14 | 8
N#CC1(c2ccccc2)CCCN1C(=O)c1ccc(Br)o1 (stereo not drawn) | 5 | -7 | -3 | 4 | -2 | 7 | 0.8 | 17 | -21
Cc1ccc(S(=O)(=O)NCc2ccc(C(=O)N3CCN(c4ccccn4)CC3)cc2)cc1 | -16 | 13 | 4 | -8 | -8 | 4 | 0.8 | 23 | -11
CC(Sc1cnc2ccccc2n1)C(=O)O (stereo not drawn) | 9 | -9 | 2 | -4 | -5 | 7 | 1 | 5 | 15
Cc1cc(NC(=O)CSc2ccc3nnc(-c4ccc(F)cc4)n3n2)no1 | 0 | 0 | 1 | -1 | 2 | 2 | 0.7 | 33 | 12
COc1cc(S(=O)(=O)N2CCC(C(N)=O)CC2)c(C)cc1C | 0 | -5 | -2 | 3 | -8 | -3 | 3* | -200 | 8
CC(C)NC(=O)c1onc(CSc2ccccc2)c1C(=O)O | 13 | -10 | . | -3 | -14 | 4 | 0.7 | 33 | -6
COC(=O)c1[nH]c2cccc(OC)c2c1NC(=O)CCN1CC(C)CC(C)C1 (stereo not drawn) | 4 | -6 | 10 | -6 | -5 | 3 | 1 | 5 | 9
CCOC(=O)C(C(=O)OCC)C(Nc1ccc(Br)cc1)c1ccccc1 (stereo not drawn) | 0 | -2 | . | -6 | -6 | 20 | 1.1 | -12 | 1
Further entries.
SMILES | PTPN22 inh 2 | LYP act | Candida biofilm | EphB4 antag | PLK1 kinase inh | HIV Rev-RRE inh | CYP2C9 act | CYP2C9 inhib | PLK1 PBD inh
COc1cc(O)oc1C=Nc1ccccc1 | 9 | -6 | . | 1 | -15 | 12 | 1 | -2 | -9
CCCn1c(O)c(CN2CCCC(C)C2)c(C)c(C#N)c1=O (stereo not drawn) | 7 | -1 | 8 | 7 | -4 | 43* | 0.9 | 5 | 6
CCC(C)OC(=O)C(C)Oc1ccc(-c2ccccc2)cc1 (stereo not drawn) | 2 | 0 | 7 | 2 | -34 | 15 | 0.2 | 80* | -4
O=C1C(Cl)=C(N2CCN(Cc3ccccc3)CC2)C(=O)N1Cc1ccccc1 | -2 | 6 | 2 | -3 | -12 | 11 | 0.5 | 55* | -8
COCCNC(=O)CN(c1ccccc1OC)S(C)(=O)=O | -7 | 3 | 6 | 3 | -12 | 6 | 1.1 | -5 | -2
Cc1nnsc1C(=O)NC1CCCCC1 | 14 | -9 | . | -2 | -9 | 1 | 1 | 0 | -5
O=C1N2CCSC2=NC1(Nc1nccs1)C(F)(F)F (stereo not drawn) | -3 | -1 | 4 | 2 | -12 | 3 | 1.1 | -7 | -11
CCc1c(O)nc(SCC(=O)NCc2ccco2)[nH]c1=O | 5 | -6 | -2 | 10 | -8 | 7 | 0.9 | 12 | -6
O=C(CSc1n[nH]c(-c2ccc(Cl)cc2Cl)n1)Nc1ccccn1 | -12 | 10 | . | -4 | 78* | 1 | 0.3 | 72* | -4
